Screening data from PubChem BioAssay.
TDP1 block: blocks human tyrosyl-DNA phosphodiesterase 1; Q9NUW8; AID 485290; recombinant TDP1, AlphaScreen DNA substrate cleavage; hit rate 0.28% among 350,000; Potency, µM (highest dose often 130 µM), without a hit: at the top dose activity change, negative = inhibition, most hits filed as inhibitors; also: nearly all actives have a fitted effect of over 40% in size
Target sequence (Q9NUW8 whole entry, looked up): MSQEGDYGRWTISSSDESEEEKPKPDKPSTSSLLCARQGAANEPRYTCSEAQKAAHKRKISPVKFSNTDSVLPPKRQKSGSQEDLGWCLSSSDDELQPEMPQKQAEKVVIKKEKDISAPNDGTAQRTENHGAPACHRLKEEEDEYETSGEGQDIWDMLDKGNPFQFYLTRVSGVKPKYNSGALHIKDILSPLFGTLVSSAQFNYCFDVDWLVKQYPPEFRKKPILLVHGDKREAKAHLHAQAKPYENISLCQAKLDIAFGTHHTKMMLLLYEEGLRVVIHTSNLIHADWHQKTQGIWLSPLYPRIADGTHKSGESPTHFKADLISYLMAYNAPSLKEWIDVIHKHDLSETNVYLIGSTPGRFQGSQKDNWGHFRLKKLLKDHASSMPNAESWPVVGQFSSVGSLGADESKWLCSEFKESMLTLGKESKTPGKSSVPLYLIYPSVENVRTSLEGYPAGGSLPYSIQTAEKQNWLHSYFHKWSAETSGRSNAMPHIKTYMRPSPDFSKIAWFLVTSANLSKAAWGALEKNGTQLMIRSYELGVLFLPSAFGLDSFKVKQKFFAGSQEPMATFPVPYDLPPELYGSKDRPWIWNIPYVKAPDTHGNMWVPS
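Recombinant human Tdp1 (E. coli-expressed, 1 nM final) preincubated with compounds 15 min at room temperature, then 5'-biotin/3'-phosphotyrosine-FITC DNA substrate (15 nM final) added for 5 min. AlphaScreen beads (10 ug/ml final) added 10 min; cleavage lowers signal.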
N370S GC mod: inhibitors or activators of N370S glucocerebrosidase for Gaucher disease; N370S GC spleen homogenate, 4MU-glucoside fluorescence; Potency, µM (top dose mostly 59.4 µM), for the others: at the top dose activity change, negative = inhibition, actives largely listed as inhibitors; hit rate 0.092% among 330,000; AID 2101;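 also: 0% = full enzyme activity and -100% = no enzyme basal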
TDP1 cell noCPT: qHTS for Inhibitors of human tyrosyl-DNA phosphodiesterase 1 (TDP1): qHTS in cells in absence of CPT. DT40 Tdp1-/- hTDP1 cells, no CPT, ATP luminescence, 48 h. hit rate 15% among 420,000. Potency, µM (top dose mostly 46.2 µM), for the others: top-dose activity change, negative = growth inhibition, hits mostly inhibitors. AID 686978, 2013; also: nearly all actives have a fitted effect of over 55% in size
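Camptothecin absent (DMSO only). Human TDP1-complemented DT40 knockout cells, 400 cells/well, 37 °C for minimum 48 hr; ATP measured via CellTiter-Glo, 30 min dark incubation, luminescence.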
Starred values were filed as active, the others as inactive; ? = inconclusive; / = no result given; & = joins results of further samples; [ ] = another dose, or the depositor's remark. Calls follow the shape of the dose curve; as a rule, active = well fitted curve in the direction sought with a large enough effect; inconclusive = small, poorly fitted or top-dose-only effect, or another doubt; inactive = no such curve, though single readings can be large; an effect the other way counts as inactive or inconclusive. Unless noted, % is scaled to controls: 0 for no effect and ±100 for the full control effect; potency is read from the fitted curve at half-maximal effect. These rows are one share of the data (hit frequency here may not be typical).

entry	canonical_smiles	TDP1 block	N370S GC mod	TDP1 cell noCPT
1	Cc1cccc(C)c1NC(=O)c1sccc1SCC#N	3%	-4%	?
2	CC(C(=O)NC1=NCCS1)(C(F)(F)F)C(F)(F)F	2%	-1%	?
3	O=C1C=C(c2ccc(-c3ccccc3)c(F)c2)C[C@@H](c2ccc(F)cc2)C1	0%	/	?
4	COc1ccc(C)cc1-n1c(=O)c2ccccc2c2ccccc2c1=O	0%	6%	3%
5	CC(=O)c1cccc(NC(=O)N2CCC(c3nnc(SCC(N)=O)n3C)CC2)c1	3%	8%	-6%
6	CCCCOc1ccc(S(=O)(=O)n2nc(C)c(S(=O)(=O)N3CCCCCC3)c2C)cc1	1%	/	-11%
7	N#Cc1nc(-c2ccccc2)oc1N1CCCCC1	2%	?	-12%
8	Cc1ncc(CO)c(/C=N/Nc2cccc(Cl)n2)c1O	/	-17%	?
9	COc1ccccc1CNS(=O)(=O)c1cc(C)ccc1OC	4%	10%	-2%
10	O=C(c1ccc(F)c(F)c1)N1CCCc2ccccc21	/	-5%	?
11	CC(C)(Oc1ccc(Cl)cc1)C(=O)Nc1ccc(S(=O)(=O)Nc2ncccn2)cc1	11%	1%	-22%
12	CC(OC(=O)c1ccc2ncsc2c1)C(=O)NC1CCCCC1C (stereo not drawn)	-8%	-4%	?
13	Cc1ccc(CNC(=S)Nc2ccc(C)c([N+](=O)[O-])c2)cc1	0%	4%	15µM*
14	COc1cc2ccccc2cc1C(=O)OCC(=O)N1CCOCC1	2%	13%	-22%
15	CC(C)(C)C1CCC(C(=O)NNC(=O)c2ccncc2)CC1 (stereo not drawn)	/	3%	-25%
16	CCc1nnc(NC(=O)C2CC(=O)N(C3CCCC3)C2)s1 (stereo not drawn)	7%	-2%	-5%
17	CC1(C)Cc2c(sc3nc(SCC(=O)NCc4ccco4)n(-c4ccccc4)c(=O)c23)CS1	-1%	18%	-21%
18	COc1ccc2sc(-c3ccccc3OC)c(C#Cc3cncn3C)c2c1	10%	/	?
19	O=C1CCC(=O)O1	1%&8%	0%	5%
20	COc1ccccc1C(=O)NCCC(=O)N(Cc1ccco1)Cc1cccs1	5%	-8%	?
21	CCN(C(=O)COC(=O)c1cccs1)c1c(N)n(Cc2ccccc2)c(=O)[nH]c1=O	0%	-4%	12%
22	COc1cc(/C=C2\NC(=O)NC2=O)cc(Br)c1OC	/	-8%	5%
23	O=C(Nc1ccccc1C(=O)NCCCn1ccnc1)c1ccccc1	4%	0%	-3%
24	CC1CCN(CCCNS(=O)(=O)c2ccc3c(c2)CCN3C(=O)C2CC2)CC1	1%	5%	-8%
25	CCOC(=O)c1ccc(N2Cc3ccccc3C2=NC(=O)c2cccs2)cc1	0%	4%	?

(continued)
entry	canonical_smiles	TDP1 block	N370S GC mod	TDP1 cell noCPT
26	Cc1ccc(/C=N/Nc2nnc(Cl)c3ccccc23)cc1	9%	13%	21µM*
27	COc1ccccc1CNC(=O)c1cc2ccccc2o1	7%	-7%	?
28	CCCCn1c(N)c(N(CCOC)C(=O)C2CCN(S(=O)(=O)c3ccc(C)c(C)c3)CC2)c(=O)[nH]c1=O	-3%	-3%	1%
29	Cc1csc(Nc2nc(N)c(C(=O)Nc3ccccc3)o2)n1	/	1%	0%
30	COc1ccc(N2CCN(c3oc(-c4ccc(OC)c(OC)c4)nc3C#N)CC2)cc1	3%	9%	18µM*
31	CCC(=O)c1cn(CC(=O)Nc2ccc(OC)cc2)c2ccccc12	/	-2%	?
32	CN(C)c1ncc2nc(-c3ccc(Cl)cc3)c(=O)n(C3CC3)c2n1	/	22%	1%
33	CCOC(=O)c1c(C)nc(-c2ccccc2)nc1N	0%	3%	-17%
34	CCCCSc1nc2sc3c(c2c(=O)[nH]1)CC(C)(CC)OC3 (stereo not drawn)	/	1%	-25%
35	CCCC[C@H]1COCCS(=O)(=O)N1Cc1ccc(Br)cc1	/	18%	?
36	Cn1cc(S(=O)(=O)Nc2cccc(F)c2)c(=O)n(C)c1=O	5%	-1%	2%
37	Cc1ccc2oc(C(=O)Nc3ccc(S(=O)(=O)Nc4nc(C)cc(C)n4)cc3)cc(=O)c2c1	5%	/	-29%
38	O=C(Nc1cccc(NC(=O)c2cccs2)c1)c1ccc2c(c1)OCCO2	8%	15%	?
39	C/C(CCC1CC(C)OC1=O)=N/Nc1nc(-c2ccccc2)cs1 (stereo not drawn)	11%	-3%	-11%
40	CSCC[C@H](NC(=O)[C@H](CC(C)C)NC(=O)CNC(=O)[C@@H]1CCCN1C(=O)[C@H](Cc1ccccc1)NC(=O)[C@H](Cc1ccccc1)NC(=O)[C@H](CC(=O)O)NC(=O)[C@H](Cc1cnc[nH]1)NC(=O)[C@H](CCSC)NC(=O)[C@@H](N)CC(=O)O)C(N)=O	11%	1%	/
41	Cc1nn(-c2ccccc2)c(N2CCCC2)c1/C=N/n1cnc2scc(-c3ccccc3)c2c1=O	-5%&1%	2%	13µM*
42	CC(C)(C)c1ccc(C2=CSC3=NCCN23)cc1	/	-5%	?
43	CCOC(=O)CSc1nc(COc2ccccc2)nc2ccccc12	-5%	?	-14%
44	CSC1=N/C(=C\c2ccc(F)cc2)C(=O)S1	1%	6%	-22%
45	CCOc1ccc(CN(C)C(=O)Cc2c[nH]c3ccccc23)cc1	/	-17%	-18%
46	O=C(Cn1c(=O)n(CC(=O)N2CCCCC2)c(=O)c2sccc21)NCc1ccccc1	4%	-1%	-1%
47	CCOc1cc(NC(=O)c2ccco2)c(OCC)cc1NC(=O)Cc1ccc(OC)c(OC)c1	-2%	-6%	8.2µM*
48	COc1ccccc1C1Nc2ccccc2NC2=C1C(=O)CC(C)(C)C2 (stereo not drawn)	/	1%	-1%
49	CC(C)NC(=O)CSc1nnc(-c2ccc(S(=O)(=O)N3CCCC3)cc2)n1CC1CCCO1 (stereo not drawn)	-1%	4%	1%
50	Cc1ccc(-n2ncc3c(N(CC(C)C)CC(C)C)ncnc32)c(C)c1	-5%	/	?

Later entries.
entry	canonical_smiles	TDP1 block	N370S GC mod	TDP1 cell noCPT
51	CSc1ncc(C(=O)NCc2ccccc2F)c(-c2ccccc2)n1	4%	/	-13%
52	CN(C)c1ccc(NC(=O)Nc2ccc3snnc3c2)cc1	4%	2%	-15%
53	Cc1ccc(NC(=S)N2CCN(C(=O)C3CCCO3)CC2)cc1 (stereo not drawn)	1%	11%	-14%
54	S=C(NCCCN1CCOCC1)N(Cc1ccccc1)Cc1ccccc1	/	-14%	-6%
55	CCOc1ccc(CNC(=O)C2CCCN(c3nn4cc(-c5ccc(OC)cc5)nc4s3)C2)cc1 (stereo not drawn)	9%	/	18µM*
56	CCOC(=O)c1cnc2ccc(OC)cc2c1Nc1ccc2c(c1)OCCO2	5%	2%	18µM*
57	COc1ccc(C(=O)Cn2nnc(-c3ccccc3NC(=O)C(F)(F)F)n2)cc1	5%	3%	-7%
58	O=C(CSc1nc(=O)[nH]c2c1CCC2)NCc1ccc(F)cc1	0%	/	-10%
59	CCCC(=O)Nc1cc(-c2nc3ncccc3o2)ccc1C	-2%	1%	7%
60	O=C(Cn1cnc(S(=O)(=O)N2CCCCC2)c1)N1CCN(c2ccc([N+](=O)[O-])cc2)CC1	3%	-8%	-24%
61	O=C1c2ccccc2C(Nc2ccc3c(c2)OCCO3)N1Cc1ccc2c(c1)OCO2 (stereo not drawn)	13%	18%	?
62	CC(=O)c1cnc(Nc2ccccc2)s1	2%	/	-9%
63	CCOc1ccccc1N1CCN(C(=O)C2CSC3(C)CCC(=O)N23)CC1 (stereo not drawn)	4%	/	-25%
64	COc1ccc(NC=O)c(C(=O)CCNC(C)=O)c1	9%	1%	/
65	CCOc1ccccc1C(=O)OCC(=O)NCc1ccc2c(c1)OCO2	0%	/	11%
66	CCOc1cc(/C=C/c2nc3ccccc3c(=O)[nH]2)ccc1O	/	-6%	?
67	COc1ccc(-n2c(=S)[nH]c3ccccc3c2=S)cc1	/	-2%	-6%
68	COc1ccccc1-c1cn[nH]c1-c1ccc(OCC(=O)NN)cc1O	/	-18%	-10%
69	CCN(CC)C(=O)[C@H]1CC(CC(=O)NCC23CC4CC(CC(C4)C2)C3)C(=O)N2CCc3c([nH]c4ccc(OC)cc34)[C@]12C (stereo partly drawn)	4%[56.1 µM]	/	13µM*
70	CCc1nn(CC(=O)NC(C)CC)c(=O)c2cc3c(OC)cccc3n12 (stereo not drawn)	-4%	/	-3%
71	COc1cc(NS(=O)(=O)c2ccc(NC(=O)c3ccc(OC)c(Br)c3)cc2)nc(OC)n1	-6%[12.3 µM]	/	-11%
72	C=CCOC(=O)C1=C(C)N(C)C(=O)NC1c1cc2c(cc1Br)OCO2 (stereo not drawn)	4%	5%	-16%
73	COc1ccccc1NC(=O)CSc1nnc(C)s1	1%	-7%	5%
74	COc1ccc(Oc2nc3c(c(=O)n(Cc4ccc(Br)cc4)c(=O)n3C)n2C)cc1	0%	/	?
75	O=C(NC12CC3CC(CC(C3)C1)C2)C1CC(=O)N(c2ccccc2)C1 (stereo not drawn)	2%	5%	-28%

Next section
entry	canonical_smiles	TDP1 block	N370S GC mod	TDP1 cell noCPT
76	Nc1c(Cl)cc(S(N)(=O)=O)cc1S(N)(=O)=O	/	-16%	-12%
77	C#CCn1c(=NC(=O)c2ccc(S(=O)(=O)N3CCCc4ccccc43)cc2)sc2cc(S(N)(=O)=O)ccc21	5%	-1%	15µM*
78	Cc1nc2nc(SCC(=O)N3CCOCC3)nn2c(C)c1Cc1c(F)cccc1Cl	6%	0%	?
79	COc1cc(C(=O)Nc2ccc(-c3nc4ccccc4o3)c(O)c2)cc(OC)c1OC	-2%[12.3 µM]	/	-13%
80	CC(C)(C)C(=O)CNS(=O)(=O)c1ccc(S(=O)(=O)NC2CC2)cc1	/	0%	2%
81	CC1CCC(Nc2nnnn2-c2ccccc2)CC1 (stereo not drawn)	4%	-1%	-29%
82	CCCCn1c(SCC(=O)N2CCCC2=O)nc2cc(S(N)(=O)=O)ccc21	0%[56.1 µM]	/	3%
83	Cc1ccc(NS(=O)(=O)c2ccc3c(c2)NC(=O)CCS3)c(Br)c1	5%&1%	5%	-18%
84	COC(=O)C(NC(=O)c1ccco1)(Nc1nc(C2CC2)cs1)C(F)(F)F (stereo not drawn)	4%	2%	?
85	O=C(O)c1ccc(COc2ccc3ccccc3c2/C=C2/NC(=O)N(c3ccccc3)C2=O)cc1	-2%	-12%	?
86	Cc1cc(C(=O)Cn2nc(C(=O)O)c3ccccc3c2=O)c(C)n1-c1ccc(F)cc1	5%	-5%	?
87	O=C(Oc1ccccc1-c1csnn1)c1cccs1	2%	-4%	-21%
88	Nc1ncnc(Nc2cccc(F)c2)n1	/	5%	5%
89	CCOC(=O)c1cc(C)sc1NC(=O)CSC1=NCCS1	-4%	?	-25%
90	O=C(COc1ccccc1Cl)Nc1cc(Cl)ccc1Oc1ccccc1	-4%	3%	-6%
91	CCc1ccccc1NC(=O)c1cccc(N2C(=O)C3C4CCC(C4)C3C2=O)c1 (stereo not drawn)	8%	-4%	?
92	Cc1ccc(CCNS(=O)(=O)c2ccc3c(c2)NC(=O)C(C)C(=O)N3)cc1 (stereo not drawn)	/	-15%	23µM*
93	O=C(/C(=C/c1ccc(Cl)cc1)c1nc2ccccc2[nH]1)c1ccccc1	6%	-6%	7.3µM*
94	CC(=O)N/C(=C\c1ccccc1)C(=O)OCC(=O)Nc1cc(S(=O)(=O)N(C)C)ccc1Cl	0%	0%	-29%

Arranged by number of heavy atoms (descending): seven of the compounds above.
entry	canonical_smiles	TDP1 block	N370S GC mod	TDP1 cell noCPT
77	C#CCn1c(=NC(=O)c2ccc(S(=O)(=O)N3CCCc4ccccc43)cc2)sc2cc(S(N)(=O)=O)ccc21	5%	-1%	15µM*
49	CC(C)NC(=O)CSc1nnc(-c2ccc(S(=O)(=O)N3CCCC3)cc2)n1CC1CCCO1 (stereo not drawn)	-1%	4%	1%
86	Cc1cc(C(=O)Cn2nc(C(=O)O)c3ccccc3c2=O)c(C)n1-c1ccc(F)cc1	5%	-5%	?
24	CC1CCN(CCCNS(=O)(=O)c2ccc3c(c2)CCN3C(=O)C2CC2)CC1	1%	5%	-8%
50	Cc1ccc(-n2ncc3c(N(CC(C)C)CC(C)C)ncnc32)c(C)c1	-5%	/	?
12	CC(OC(=O)c1ccc2ncsc2c1)C(=O)NC1CCCCC1C (stereo not drawn)	-8%	-4%	?
8	Cc1ncc(CO)c(/C=N/Nc2cccc(Cl)n2)c1O	/	-17%	?
